Bioassay records (PubChem)
PAX8 inh HTS: inhibitors of PAX8-driven TPO luciferase reporter, primary screen, RMG-I cells, single concentration; SteadyGlo, 24 h; inhibition, % at 12.6 µM; 1.2% of 360,000 active;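 active = mean replicate inhibition at least 60% with every replicate also reaching 60%; inconclusive = only one of the two criteria is met; inactive = mean below 60% and not all replicates reaching 60%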;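 also: luciferase light reporting Pax8 driven TPO promoter activity; plate controls were median of neutral control wells for no effect and mitoxantrone controls for full effect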
EWS-Fli block: EWS/Fli-driven NR0B1 reporter inhibitors, primary screen, A673 cells, NR0B1 luciferase, luminescence, MLPCN library; AID 651661, 2012; inhibition, % at 12.6 µM; 0.67% of 350,000 active; viability-normalised;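 active = mean inhibition of at least 50% after viability correction, with every replicate also passing that limit; inconclusive = mean reaches 50% but only one of two replicates passes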;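 also: firefly luciferase signal divided by Alamar Blue viability fluorescence both relative to DMSO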
INS-1E GSIS act: GLuc luminescence reporter in INS-1E cells, primary screen for activators of glucose-dependent secretion of insulin. INS-1E GLuc reporter insulin secretion, 2-3 h. activation, % at 16.6 µM. 0.61% of 370,000 active;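 active = lowest replicate activation of at least 40%, so every replicate reaches that level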;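 also: 0% = median of neutral control wells and 100% = median of IBMX positive control wells; some compounds called inactive have numbers as strong as hits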
FN deposition inh: inhibitors of fibronectin matrix deposition, primary screen, AH1F cells, Alexa488-fibronectin fluorescence, plate reader; AH1F fibroblasts, overnight; inhibition, % at 12.6 µM; 0.086% of 350,000 active; AID 743247, 2014;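 active = mean inhibition across replicates of 30% or more, regardless of how many single replicates reach that level; inconclusive = mean under 30% yet at least half of replicates reach 30%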;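 also: positive control wells lacked labelled fibronectin entirely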
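material = AH1F fibroblast monolayer depositing Alexa488-labelled fibronectin into matrix | amount = 10000 AH1F cells/well | buffer or medium = DMEM plus 2% serum, read in PBS | incubation = 1 h cell adhesion before compound, then overnight fibronectin incubation | detection = fluorescence at 485 nm excitation, 525 nm emission | evaluation = percent inhibition as loss of matrix-bound fibronectin fluorescence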
miR-122 sensor: miR-122 Renilla sensor signal increase in Huh7, primary screen, miR-122 inhibitor project, cell-based, single point, plate reader; Huh7 miR-122 Renilla luciferase sensor, 48 h; neutral wells = 0, positive control = 100; activation (reporter increase), % at 12.5 µM; 0.3% of 340,000 active;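 active = mean replicate activation score at least 90 and every replicate individually at or above 90; inconclusive = only one of the two criteria met; inactive = neither criterion met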;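 also: higher luciferase means less miR-122 activity so hits act as miR-122 inhibitors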
DENV2 CPE rescue: inhibitors of DENV2 cytopathic effect, primary screen, cell-based, plate reader, single concentration; DENV2-infected cells, cytopathic effect rescue; CPE inhibition, % at 9.99 µM; 1.7% of 350,000 active; in the data active = CPE inhibition above about 20%, passing the limit was not always enough; inconclusive = no clear call, values can overlap the other calls; tested in BHK-21 cells;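 also: 0% = median of neutral control wells and 100% = median of positive control wells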
F508del corr: F508del CFTR correction, initial screen, CFBE line, single point; CFBE cells, YFP halide quenching; stimulated with forskolin plus potentiator P3; % fluorescence drop versus neutral controls; activity (quench increase), % at 7.58 µM; 0.36% of 350,000 active;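 active = mean added fluorescence quench of at least 8% versus neutral control, with both replicates also reaching 8%; inconclusive = only one of the mean or replicate conditions met; inactive = mean below 8% and not both replicates reaching 8%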;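 also: cells transiently co-express mutant CFTR-F508del with the halide-sensitive YFP; corrector assay measuring rescue of mutant channel to the surface after 24 h compound exposure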
* hit, by the source's call; u = inconclusive; x = not tested or not shown; & = joins results of further samples; [ ] = remark or other dose.

SMILES	PAX8 inh HTS	EWS-Fli block	INS-1E GSIS act	FN deposition inh	miR-122 sensor	DENV2 CPE rescue	F508del corr
O=C(Nc1cccc(F)c1)N1CCCCN2[C@H](CO)[C@@H](c3ccc(-c4ccccc4F)cc3)[C@@H]2C1	u	-4	-33	x	6[16.7 µM]	-3	4.3
CN1C(=O)c2cc(NC(=O)Nc3cccc(Cl)c3)ccc2OC[C@H]2O[C@H](CC(=O)NCCc3ccncc3)CC[C@@H]21	-4	2	-10	-30	-12[16.7 µM]	-5	0.9
COC(=O)C[C@H]1CC[C@H](NS(=O)(=O)c2ccc(OC)cc2)[C@H](CO)O1	-2	-5	1	6	x	2	-1.5
O=C(C[C@H]1C(=O)N(Cc2ccccc2)C[C@@H]1Cc1ccccc1)Nc1ccc(Br)cc1	12	-12	-33	x	20	26*	2.1
O=C(O)c1ccc(-c2ccc(/C=c3/sc4nc5ccccc5n4c3=O)o2)cc1Cl	7	-1	9	7	x	1	-1.0
COc1ccccc1N(C(=O)CNC(=O)c1ccco1)C(C(=O)NCC1CCCO1)c1ccccc1 (centres undefined)	2	3	9	9	x	-3	0.6
O=C(OCC(=O)c1ccc(Br)s1)c1ccc(O)cc1	-56	-25	-5	0	-3	12	-1.5
CCC(=O)Oc1ccc(C/C(=N\O)c2ccc(O)cc2O)o1	x	x	-8	x	0	-5	x
COc1ccc(Br)cc1/C=N/NC(=O)c1cccnc1	17	8	-3	-4	-1	-5	1.8
Cc1noc(C)c1NC(=O)N(C)C[C@H]1OCCCC[C@H](C)Oc2ccc(NS(=O)(=O)c3ccc(F)cc3)cc2C(=O)N([C@@H](C)CO)C[C@H]1C	-11	-4	10	2	10[16.7 µM]	-2	-2.0
O=C(C1CC1)N1[C@H](CO)[C@@H]2c3ccccc3N(S(=O)(=O)c3ccc(F)cc3)C[C@@H]21	-3	-3	-4	x	0[16.7 µM]	4	1.4
CCC(=O)N1CCN(c2ccc(NC(=S)NC(=O)COc3ccccc3)cc2)CC1	-5	-2	1	0	-3	-1	-0.6
CCCNC(=O)C1(C)CCCN(CCC(=O)c2ccccc2)C1 (centres undefined)	17	3	-7	-5	-6	-6	-1.1
O=S(=O)(CCc1ccccc1)CS(=O)(=O)CCc1ccccc1	13	-5	19	4	-5	-3	0.3
Cc1ccc(OCC(=O)NNC(=O)c2cccnc2)cc1	-8	x	x	-17	-6	x	x
COc1ccc(CCC(=O)OC(C)C(=O)c2ccc(C)cc2)cc1 (centres undefined)	-5	x	-10	8	-5	x	x
O=C(NCC1CCCO1)c1cccc(N2CCCC2=O)c1 (centres undefined)	-10	x	x	7	7	x	x
O=C(CN1C(=O)COc2ccccc21)N(Cc1cccnc1)Cc1cccc(F)c1	x	x	0	7	0	x	x
O=[N+]([O-])c1cccc(/C=N/NC2=NCCCCC2)c1	-72	-58	-9	0	x	1	0.0
O=C(NCC(=O)N1CCCCCC1)c1ccc(OC(F)F)cc1	-11	8	2	-10	x	-9	0.8
Cc1ccc(S(=O)(=O)N[C@@H]2CC[C@H](CC(=O)O)O[C@@H]2CO)cc1	-12	3	1	x	8[16.7 µM]	11	0.9
COc1ccc(-c2cc(=O)oc3c(C)c(OCC(=O)N(C)C)ccc23)cc1	3	14	3	-2	-7	2	-1.2
CC1(C)NC(=O)N(CC(=O)OCC(=O)Nc2sccc2C#N)C1=O	4	10	16	-7	x	2	-1.1
C=CCN(c1ccc(Cl)cc1)S(=O)(=O)c1cccc(C(=O)O)c1	0	2	7	-7	x	15	-2.1
CCOc1ccc(CNC(=O)C2CCN(C(=O)N3CC(C)Oc4ccccc43)CC2)cc1 (centres undefined)	x	3	3	-1	-5	0	-0.5
O=C1CN(S(=O)(=O)Cc2ccccc2)C[C@H]2[C@H](c3ccc(C#Cc4cccc(F)c4)cc3)[C@H](CO)N12	x	x	-14	x	x	5	1.2
Cc1cc(C)c(C#N)c(SCc2ccccc2[N+](=O)[O-])n1	1	-8	x	-2	-2	8	x
COCCN(C(=O)COC(=O)CCOc1cc(C)ccc1C)c1c(N)n(Cc2ccccc2)c(=O)[nH]c1=O	14	2	3	-1	-5	-8	1.2
Cc1ccc(CN2CCN(Cc3cc(=O)c4ccccc4[nH]3)CC2CCO)o1 (centres undefined)	-14	0	1	5	x	x	-0.1
COc1ccccc1CN1C[C@@H]2N[C@H](C1)C2c1ccc(/C=C/c2ccccc2)cc1 (some centres undefined)	-2	-15	-21&35	-15&2	x	0	-12
CCOC(=O)NC(=O)CSc1ccc2ccccc2n1	2	-1	29	0	x	-5	0.5
Cc1ccc(S(=O)(=O)N(C)C[C@@H]2Oc3ccc(N(C)C)cc3CC(=O)N([C@@H](C)CO)C[C@@H]2C)cc1	-4	-25	9	7	1[16.7 µM]	3	0.3
CC(C)NC(=O)N(C)C[C@@H]1OCCCC[C@H](C)Oc2ccc(NC(=O)c3ccncc3)cc2C(=O)N([C@H](C)CO)C[C@@H]1C	3	-41	9	6	5[16.7 µM]	5	-3.2
CC(C)CC#Cc1ccc2c(c1)O[C@H](CN(C)C(=O)C1CCOCC1)[C@H](C)CN([C@@H](C)CO)S2(=O)=O	3	7	7	x	-19[16.7 µM]	16	-0.5
Cc1ccc(N2C(=O)CC(c3c[nH]c4ccccc34)C2=O)cc1 (centres undefined)	11	0	-20	6	-5	13	1.0
CC[C@H](C)[C@H]1CNC(=S)N1CC1CCN(CCCC2CCCC2)CC1	1	20	-15	-4	-4	10	7.6
N#CC1=C(S)N(c2ccccc2)C(c2ccc(-c3cc(Cl)ccc3Cl)o2)NC1=O (centres undefined)	20	1	-5	8	x	4	x
Cc1cc2nc(CSc3ccc(Cl)cc3)cc(=O)n2[nH]1	-9	-3	3	-5	3	-10	0.2
CCOc1ccc(C(=O)CCC(=O)Nc2ccccc2C)cc1	-24	-4	-3	5	x	3	1.3
COc1ccc(N2CCN(C(=O)c3cn(C)c(=O)c4c3c3ccccc3n4C)CC2)cc1	x	15	x	x	44	-3	-1.4
Cc1ccc(S(=O)(=O)N2[C@H](CC(=O)c3cccs3)OC[C@@H]2C(C)C)cc1	-1	7	x	-5	x	0	0.5
CNS(=O)(=O)c1ccc(NC(=O)c2ccoc2C)cc1	-11	-8	6	-1	x	8	-4.5
CSc1ccc(CN(C)C(=O)C(c2ccccc2)c2ccccc2)cc1	19	11	0	3	5	-4	0.9
CC[N+]1(CC(O)COC2CC(C)CC(C)(C)C2)CCOCC1 (centres undefined)	20	3	-5	-7	12	5	-2.6
O=S(=O)(NCc1ccccc1)NCc1ccccc1	19	-7	4	x	16	x	0.0
O=C(C[C@H]1CC[C@@H]2[C@H](COC[C@H](O)CN2S(=O)(=O)c2cccc(F)c2)O1)Nc1ccc(-c2ccccc2)cc1	116*	2	-12	-12	-2[16.7 µM]	-13	-2.3
COc1cccc(Nc2nc3ccccc3c(=O)[nH]2)c1	-46	-15	-11	2	0	-3	-3.4
CCc1nc2ccc(C(=O)Nc3cccc(OCC(=O)N(C)C)c3)cn2c1N(C)C(=O)c1cccc(OC)c1	-44	0	8	-6	-3	13	-2.7
COCC#Cc1ccc2c(c1)O[C@@H](CN(C)CC1CCCCC1)[C@H](C)CN([C@@H](C)CO)S2(=O)=O	x	7	-6	x	-1[16.7 µM]	x	-0.2
CN(C)c1ncc(S(=O)(=O)c2ccc(Cl)cc2)c(-c2ccc(Cl)cc2Cl)n1	17	x	x	17	-7	x	x
COc1ccc(S(=O)(=O)Nc2ccc3c(c2)OCO3)cc1C	x	x	-4	-4	74	x	x
COc1cccc(S(=O)(=O)Nc2ccc3c(c2)[C@H]2C[C@H](CC(=O)O)O[C@H](CO)[C@H]2O3)c1	3	1	-6	4	-1[16.7 µM]	-1	0.0
O=C(NCc1cccs1)c1cccc2c(-c3ccc(F)c(F)c3)coc12	-50	-9	8	10	3	-3	-1.2
C=C(C)[C@@H]1CC[C@]2(C(=O)O)CC[C@]3(C)C(CCC4[C@@]5(C)CC[C@H](O)C(C)(C)C5CC[C@]43C)C12 (some centres undefined)	x	-2	x	x	3	-5	-0.1
COc1cc2c(cc1OC)CN(CC(=O)Nc1ccc(S(=O)(=O)N(C)C)cc1)CC2	-1	-7	6	x	-5	-2	-0.6
CCCCn1c(N)c(N(CC)C(=O)c2cccc(S(=O)(=O)N3CCCc4ccccc43)c2)c(=O)[nH]c1=O	-8	-4	-3	1	-11	-2	-1.9
CCCCc1nc2cc(C(=O)NCCc3cnn(C)c3)ccc2o1	-88	-51	1	-3	0	36*	0.2

Arranged by number of heavy atoms (smallest number first): some entries from above
SMILES	PAX8 inh HTS	EWS-Fli block	INS-1E GSIS act	FN deposition inh	miR-122 sensor	DENV2 CPE rescue	F508del corr
CCOC(=O)NC(=O)CSc1ccc2ccccc2n1	2	-1	29	0	x	-5	0.5
COc1cc2c(cc1OC)CN(CC(=O)Nc1ccc(S(=O)(=O)N(C)C)cc1)CC2	-1	-7	6	x	-5	-2	-0.6
CC(C)NC(=O)N(C)C[C@@H]1OCCCC[C@H](C)Oc2ccc(NC(=O)c3ccncc3)cc2C(=O)N([C@H](C)CO)C[C@@H]1C	3	-41	9	6	5[16.7 µM]	5	-3.2

Some of the entries so far, as labelled records:
C=C(C)[C@@H]1CC[C@]2(C(=O)O)CC[C@]3(C)C(CCC4[C@@]5(C)CC[C@H](O)C(C)(C)C5CC[C@]43C)C12 (some centres undefined)
  PAX8 inh HTS: x
  EWS-Fli block: -2
  INS-1E GSIS act: x
  FN deposition inh: x
  miR-122 sensor: 3
  DENV2 CPE rescue: -5
  F508del corr: -0.1
COc1cc2c(cc1OC)CN(CC(=O)Nc1ccc(S(=O)(=O)N(C)C)cc1)CC2
  PAX8 inh HTS: -1
  EWS-Fli block: -7
  INS-1E GSIS act: 6
  FN deposition inh: x
  miR-122 sensor: -5
  DENV2 CPE rescue: -2
  F508del corr: -0.6
CCCCn1c(N)c(N(CC)C(=O)c2cccc(S(=O)(=O)N3CCCc4ccccc43)c2)c(=O)[nH]c1=O
  PAX8 inh HTS: -8
  EWS-Fli block: -4
  INS-1E GSIS act: -3
  FN deposition inh: 1
  miR-122 sensor: -11
  DENV2 CPE rescue: -2
  F508del corr: -1.9

No enrichment for hits. About 3.9% of those tested had a hit in this group.
